TexasRed autofl: compound fluoresces in the Texas Red spectral region. max dye-equivalent concentration, M. Compound fluorescence, Texas Red channel, 547/618 nm; active compounds read high. 59,000 tested, 0.06% active; in the data active = max dye-equivalent concentration above about 10 nM; inconclusive = between about 1.1 nM and that limit
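Spectral interference profiling: each compound concentration's relative fluorescence, read with a 547 nm excitation and 618 nm emission filter pair, was normalized to a per-plate Texas Red standard curve.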
ERK AVP inh: vasopressin-driven ERK pathway inhibition; HEK293-V1b, vasopressin-stimulated pERK AlphaScreen; 72,000 tested, 0.99% active; Potency, µM (top dose mostly 57.5 µM), for the others: top-dose activity, negative = inhibition, most hits filed as inhibitors; note: potency is the fitted concentration of half-maximal effect; % is set by controls: 0 for no effect and ±100 for the full control effect; nearly all actives have a fitted effect of over 55% in size
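qHTS, compounds titrated on V1b-expressing HEK293 cells. Preincubation 30 min at 37C, vasopressin 25 nM for 5 min, lysis 10 min, bead incubation 5 hr at room temperature.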
USP2a inh: USP2a (human) protease inhibition; O75604; USP2a enzymatic assay, qHTS inhibition; Potency, µM (highest dose often 38.3 µM), without a hit: at the highest dose activity change, negative = inhibition, usual class: inhibitors; 60,000 tested, 0.1% active; AID 927;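 note: potency is the fitted concentration of half-maximal effect; nearly all actives have a fitted effect of over 60% in size; plate controls were DMSO for no effect and NEM full inhibition control for full effect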
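Coupled readout: USP2-cleaved Ub-PLA2 (20nM final) turns over NBD C6-HPC (20uM final), Ex 460nm/Em 535nm after 2.5 h, time-zero read flagging artifacts. Enzyme (20nM final, pH 8.0 Tris) given 30 min RT with compound first; NEM defines full inhibition.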
HADH2 inhib: inhibitors of human HADH2 dehydrogenase. Q99714. 73,000 tested, 3.4% active. Potency, µM (titrated, usually from 57.1 µM), for the others: at the highest dose activity change, negative = inhibition, usual class: inhibitors. recombinant HADH2, NADH fluorescence, beta-hydroxybutyryl-CoA; note: potency is the fitted concentration of half-maximal effect; % is set by controls: 0 for no effect and ±100 for the full control effect; nearly all actives have a fitted effect of over 60% in size; many of its hits are not listed in these tables
Target sequence (Q99714 whole entry, looked up, one chain of several): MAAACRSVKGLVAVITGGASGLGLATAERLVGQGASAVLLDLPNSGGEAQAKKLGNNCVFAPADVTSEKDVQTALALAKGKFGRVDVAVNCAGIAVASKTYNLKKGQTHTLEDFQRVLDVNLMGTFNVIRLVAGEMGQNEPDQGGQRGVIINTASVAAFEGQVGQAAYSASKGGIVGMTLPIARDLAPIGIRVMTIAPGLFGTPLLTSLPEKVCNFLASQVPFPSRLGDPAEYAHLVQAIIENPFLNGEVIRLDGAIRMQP
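NADH fluorescence (ex 360/em 450 nm) read every 30 s for 4 min; activity taken as last-minus-first time point difference. Enzyme 20 nM, NAD+ 1 mM, beta-hydroxybutyryl-CoA 90 uM, pH 9.0 Tris buffer.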
FLuc inh: blocks Photinus pyralis firefly luciferase activity; purified firefly luciferase, luminescence, 8 min; Potency, µM (series often up to 57.1 µM), for inactives: at the highest dose activity change, negative = inhibition, actives largely listed as inhibitors; P08659; 72,000 tested, 2.2% active; note: potency is the fitted concentration of half-maximal effect; % is set by controls: 0 for no effect and ±100 for the full control effect; nearly all actives have a fitted effect of over 40% in size
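Inhibition of light generation by firefly luciferase from ATP and luciferin was profiled with concentration-response curves per sample, ATP held at 10 uM within the enzyme's linear range. Plates were read by luminescence after an 8-minute ambient incubation.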
Caspase-1 inhib: caspase-1 (human) inhibition, allosteric or competitive | P29466 | Caspase-1 enzyme, Ac-WEHD-AFC fluorogenic rate | Potency, µM (series often up to 57.5 µM), for the others: top-dose activity change, negative = inhibition, most hits filed as inhibitors | 75,000 tested, 0.03% active;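 note: potency is the fitted concentration of half-maximal effect; plate controls were vehicle for no effect and no substrate for full effect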
Fluorescein autfl: fluorescein region autofluorescence. Compound autofluorescence, 480/540 nm, fluorescein-equivalent; active compounds read high. max fluorescein-equivalent concentration, M. 59,000 tested, 0.91% active; in the data active = max fluorescein-equivalent concentration above about 10 nM; inconclusive = between about 1.1 nM and that limit
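In this qHTS profile, compound fluorescence was measured with a 480 nm/540 nm filter pair following a 15-min room-temperature incubation in 100 mM Tris (pH 8.0). A six-point fluorescein series on each plate served for normalization.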
HEK293 cAMP ctrl: parental HEK293 cAMP activation (counter-screen) | 73,000 tested, 2.5% active | Potency, µM (top dose mostly 57.1 µM), for the others: at the highest dose activation, hits mostly activators | parental HEK293 CNG cAMP sensor, membrane potential fluorescence; note: potency is the fitted concentration of half-maximal effect; % of control where 0% means no effect; nearly all actives have a fitted effect of over 55% in size
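Counterscreen for endogenous-receptor signalling: CNG-channel HEK 293 cells report cAMP rise by membrane depolarization. After 60 min dye equilibration with 100 uM RO 20-1724, compounds incubated 30 min before bottom-read fluorescence at 590 nm.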
Tau filament bind: binds recombinant human tau filaments. P10636. recombinant tau filaments, thioflavin S fluorescence, 15 h; filaments grown with octadecylsulfate alongside compound. Potency, µM (top dose mostly 57.1 µM), without a hit: top-dose activity change, negative = inhibition. 71,000 tested, 2% active. AID 596;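 note: potency is the fitted concentration of half-maximal effect; % is set by controls: 0 for no effect and ±100 for the full control effect; actives lower thioflavin S fluorescence by blocking filaments or displacing dye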
Target sequence (P10636 whole entry, looked up): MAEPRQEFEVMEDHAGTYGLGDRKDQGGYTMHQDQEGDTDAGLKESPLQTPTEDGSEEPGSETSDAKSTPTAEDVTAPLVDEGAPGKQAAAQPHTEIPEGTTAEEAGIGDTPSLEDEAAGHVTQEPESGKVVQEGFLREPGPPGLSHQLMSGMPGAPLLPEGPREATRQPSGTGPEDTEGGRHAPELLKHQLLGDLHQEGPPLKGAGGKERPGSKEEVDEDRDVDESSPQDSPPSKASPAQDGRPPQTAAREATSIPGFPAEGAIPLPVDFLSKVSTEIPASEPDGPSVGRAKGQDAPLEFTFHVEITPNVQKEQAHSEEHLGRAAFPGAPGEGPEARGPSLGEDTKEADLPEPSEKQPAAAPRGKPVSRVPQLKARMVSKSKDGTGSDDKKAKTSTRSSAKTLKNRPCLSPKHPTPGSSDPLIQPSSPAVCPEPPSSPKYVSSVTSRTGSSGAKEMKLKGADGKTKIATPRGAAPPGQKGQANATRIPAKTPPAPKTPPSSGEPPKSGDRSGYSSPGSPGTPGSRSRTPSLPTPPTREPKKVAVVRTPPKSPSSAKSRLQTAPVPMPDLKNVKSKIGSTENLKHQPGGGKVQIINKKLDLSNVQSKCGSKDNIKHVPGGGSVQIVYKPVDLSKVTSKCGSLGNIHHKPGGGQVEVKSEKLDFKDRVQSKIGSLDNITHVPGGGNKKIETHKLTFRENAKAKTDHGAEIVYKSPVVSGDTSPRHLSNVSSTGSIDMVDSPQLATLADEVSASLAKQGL
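Recombinant tau protein (human, 1 uM final) plus 30 uM ODS in HEPES pH 7.4 with NaCl, DTT and thioflavine S. Compound present from the start; fluorescence at 510 nm after 15 h, 37 C.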
Casp7 inh: caspase-7 (human) inhibition, allosteric or competitive; P55210; recombinant caspase-7, Ac-DEVD-AFC fluorescence rate; Potency, µM (highest dose often 57.5 µM), without a hit: at the top dose activity change, negative = inhibition, hits mostly inhibitors; 75,000 tested, 0.02% active; active = well fitted inhibition curve with a large enough effect in the main read-out, with a control signal flat, not every such curve was filed as active; inconclusive = small, poorly fitted or top-dose-only effect, or a change in a side signal; note: potency is the fitted concentration of half-maximal effect; % of control where 0% means no effect
Rhodamine autofl: compound autofluorescence in rhodamine spectral region. Rhodamine-region fluorescence, 547/598 nm, Tris buffer; active compounds read high. max dye-equivalent concentration, M. 59,000 tested, 0.05% active; in the data active = max dye-equivalent concentration above about 11 nM; inconclusive = between about 1.1 nM and that limit
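Compound fluorescence in 100 mM Tris, pH 8.0, read after 15 min at room temperature with 547 nm excitation and 598 nm emission. Output is dye-equivalent concentration from an on-plate rhodamine standard series.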
* marks the source's active call; other numbers are inactive results; i = inactive; ? = inconclusive; nt = not tested or not shown; [ ] = dose if it differs, or a comment. Unless noted, calls come from the whole dose curve; as a rule, active = well fitted curve in the direction sought with a large enough effect; inconclusive = small, poorly fitted or top-dose-only effect, or another doubt; inactive = no such curve, though single readings can be large; an effect the other way counts as inactive or inconclusive.

SMILES	TexasRed autofl	ERK AVP inh	USP2a inh	HADH2 inhib	FLuc inh	Caspase-1 inhib	Fluorescein autfl	HEK293 cAMP ctrl	Tau filament bind	Casp7 inh	Rhodamine autofl
O=C(O)CSc1cccc2cccc(C(=O)O)c12	nt	nt	nt	-14%	1%	-2%	nt	11%	-10%	-1%	nt
Cc1nc(SCC(=O)Nc2cc(C)on2)c2c(C)c(C)sc2n1	i	-5%	-4%	8%	1%	1%	i	2%	5%	0%	i
O=C(Cn1nnc(-c2ccccc2F)n1)Nc1ccc(S(=O)(=O)NC2CCCC2)cc1	?	-3%	-1%	0%	1%	3%	i	-7%	382%	1%	i
COc1ccc(-c2nc(CNS(=O)(=O)c3cc(OC)ccc3OC)cs2)cc1	nt	nt	nt	4%	-4%	0%	nt	16%	9%	1%	nt
COc1ccc(CCC(=O)N2CCc3ccccc32)cc1	?	?	2%	-1%	-23%	-3%	i	15%	21%	1%	i
O=C(O)c1c2c(c(O)c3c1CN(C1CCCCC1)CO3)OCN(C1CCCCC1)C2	i	-6%[11.5 µM]	nt	?	1%[11.4 µM]	-11%[11.5 µM]	?	2%[11.4 µM]	-3%[11.4 µM]	-6%[11.5 µM]	i
O=C(CCC1COc2ccccc2O1)NCc1ccco1 (configuration not stated)	i	-7%	12%	-5%	0%	-3%	i	4%	-8%	-3%	i
Cc1ccccc1N1C(=O)c2sc3nc4c(c(=O)n3c2C1=O)CCC4	nt	-20%	27%	25µM*	-10%	-2%	nt	-1%	-22%	1%	nt
CCCOC(=O)c1ccc(OCC(O)CN2C(=O)NC(C)(C)C2=O)cc1 (configuration not stated)	nt	?	10%	8%	-7%	-3%	nt	14%	-5%	-1%	nt
COc1ccc(S(=O)(=O)N2CCCC(C(=O)NCCC3=CCCCC3)C2)cc1 (configuration not stated)	i	-6%	-1%	11%	2%	-2%	i	3%	107%	-3%	i
O=C(NCC1CCCO1)C(C(=O)c1ccc(F)cc1)n1ccccc1=O (configuration not stated)	i	-24%	-1%	-2%	0%	-2%	?	3%	-1%	1%	i
O=C(CCn1nnc2ccccc21)Nc1nnc(Cc2ccc(F)cc2)s1	?	-5%	10%	11%	-1%	1%	i	18%	24%	-3%	i
COCCCNC(=O)c1ccc2c(=O)n(C3CCCC3)c(=S)[nH]c2c1	?	-16%	6%	2%	3%	2%	i	?	0%	0%	i
Cc1noc(C)c1COc1cccc(C(=O)OCC(=O)N2CC(=O)Nc3ccccc32)c1	?	-10%	11%	9%	-40%	-1%	i	?	2%	5%	i
CCN(CC)CCNC(=O)CCn1c(=S)[nH]c2cc3c(cc2c1=O)OCO3	i	-6%	-3%	-11%	2%	-1%	i	4%	-2%	2%	i
COc1ccc(-n2c(SC)nc(O)cc2=O)cc1	nt	-1%	-4%[7.66 µM]	-10%[11.4 µM]	2%	0%	nt	0%[11.4 µM]	12%[11.4 µM]	1%	nt
CCOc1cc(C)nc(N2CCN(C3CCCCC3)CC2)n1	i	7%	4%	7%	-9%	1%	?	17%	3%	-1%	i
O=c1c2[nH]c3ccc(F)cc3c2ncn1CCN1CCN(Cc2ccccc2)CC1	nt	-4%	nt	14%	1%	0%	nt	-6%	25%	0%	nt
COc1cccc(OC)c1C(=O)N1CCN(Cc2ccccc2C)CC1	nt	-8%	0%[7.66 µM]	-14%[11.4 µM]	2%	0%	nt	13%[11.4 µM]	17%[11.4 µM]	1%	nt
COc1ccc(-n2c(O)c(C=NC3CC3)c(=O)[nH]c2=O)cc1	i	2%	-6%	27%	1%	-1%	i	?	1%	-1%	i
COc1ccc(CCCc2nnc(SCC(=O)Nc3cc(C)c(C)cc3Br)o2)cc1	i	-7%	-9%	1%	-1%	-1%	i	?	4%	-1%	i
O=C(CSc1nnc(CNC(=O)c2cccs2)o1)c1ccccc1	i	-14%	-4%	?	1%	1%	i	-2%	5%	0%	i
Cc1cc(Cl)c(S(=O)(=O)NC2CCCCC2)cc1OCC(=O)Nc1nncs1	i	-20%	6%	-4%	0%	0%	i	?	-14%	-2%	i
N#CC1=C(N)Oc2n[nH]c(-c3cccs3)c2C1c1cccnc1 (configuration not stated)	i	14%	-2%	?	-2%	-2%	i	15%	2%	0%	i
O=C(c1cccc(F)c1)N1CCC2(CCCN(Cc3cc(C(F)(F)F)cc(C(F)(F)F)c3)C2)CC1	i	-1%	-16%	-6%	1%[11.4 µM]	-4%	i	?	5%	-3%	i
SMILES	TexasRed autofl	ERK AVP inh	USP2a inh	HADH2 inhib	FLuc inh	Caspase-1 inhib	Fluorescein autfl	HEK293 cAMP ctrl	Tau filament bind	Casp7 inh	Rhodamine autofl
COc1cc(-c2nnc3n2N=C(c2ccccc2)CS3)cc(OC)c1OC	i	-7%	-2%	-4%	0%	-1%	?	7%	0%	0%	i
FC(F)(F)c1ccccc1-c1cncnc1NCCN1CCOCC1	i	-10%	-9%	-14%	-12%[2.29 µM]	-3%	?	9%	-2%	-6%	i
O=C(COC(=O)c1cccnc1Nc1cccc(C(F)(F)F)c1)NCCN1C(=O)CSC1=O	i	13%	41%[activator]	-15%	-2%	-3%	i	5%	31%	-1%	i
CCCCOC(=O)Cn1c(=N)n(CCN2CCOCC2)c2ccccc21	i	2%	0%	6%	2%	0%	i	?	9%	0%	i
Nn1c(SCc2nc3ccccc3[nH]2)nnc1C1CCCCC1	i	-7%	8%	13%	-1%	-1%	i	4%	-1%	-6%	i
Cc1cc(C)nc(NS(=O)(=O)c2ccc(NC(=O)CCCN3C(=O)c4ccccc4C3=O)cc2)n1	nt	?	-2%[7.66 µM]	12%[11.4 µM]	1%	0%	nt	3%[11.4 µM]	-2%[11.4 µM]	-1%	nt
O=C(Nc1ccc2c(c1)OCO2)C1CC(c2c(F)cccc2Cl)=NO1 (configuration not stated)	i	-29%	-9%	11%	-13%	1%	i	2%	264%	0%	i
Cc1cc(C)cc(N(C(C)C(=O)N2CCCCC2)S(C)(=O)=O)c1 (configuration not stated)	i	-7%	-2%	5%	3%	2%	i	6%	8%	0%	i
CN(Cc1nc2ccccc2n1C)S(=O)(=O)c1ccc(Cl)cc1	?	3%	7%	7%	-1%	-2%	i	?	-3%	-3%	i
CCCCNC(=O)CC1N=C2c3ccccc3N=C(SCC(=O)Nc3ccccc3C)N2C1=O (configuration not stated)	i	17%	17%	?	2%	-3%	i	?	-11%	-2%	i
O=C(O)c1c2ccccc2cc2ccccc12	nt	15%	-9%	-13%	1%	2%	nt	2%	37%	2%	nt
CCCSc1nc2c(cnn2-c2ccccc2)c(=O)[nH]1	nt	nt	nt	3%	0%	-4%	nt	?	-12%	3%	nt
COc1ccc(O)cc1	nt	-22%	nt	-5%	nt	-2%	nt	-12%	2%	0%	nt
C#Cc1ccc(C(=O)Nc2cc(C(N)=O)ccc2N2CCOCC2)cc1	i	-2%	6%	6%	-2%	0%	i	-1%	-6%	-2%	i
COc1ccc(N(CN2C(=O)c3ccccc3C2=O)C(=O)C(C)C)cc1	?	10%	0%	3%	3%	2%	i	-1%	-2%	1%	i
CCOC(=O)N1CCC(NC(=O)C2CCN(Cc3nc(-c4ccc(CC)cc4)oc3C)CC2)CC1	nt	8%	nt	8%	2%	2%	nt	1%	2%	-2%	nt
Cc1cc(C)cc(OCc2ccc(C(=O)O)o2)c1	i	-20%	3%	-1%	-1%	0%	i	3%	-12%	1%	i
Cc1ccc(Nc2nc(CSc3nnnn3-c3ccccc3)cc(=O)[nH]2)cc1	i	-7%	-2%	5%	1%	-1%	i	15%	-17%	-1%	i
CCN(CC)c1nc2ccccc2n2cnnc12	?	-6%	1%	10%	?	1%	i	-7%	54%	0%	i
Cc1cc(C)c(N2C(=NC(=O)CCCC(=O)O)SC3CS(=O)(=O)CC32)c(C)c1 (configuration not stated)	?	0%	-5%	-2%	4%	1%	i	6%	-11%	1%	i
O=C(O)CSc1nc2c(c(=O)[nH]1)CCCC2	i	-7%	-2%	-5%	8%	-1%	i	1%	-5%	-1%	i

Complete entries, looked up by structure:
`CN(Cc1nc2ccccc2n1C)S(=O)(=O)c1ccc(Cl)cc1` as listed: TexasRed autofl: ?; ERK AVP inh: 3%; USP2a inh: 7%; HADH2 inhib: 7%; FLuc inh: -1%; Caspase-1 inhib: -2%; Fluorescein autfl: i; HEK293 cAMP ctrl: ?; Tau filament bind: -3%; Casp7 inh: -3%; Rhodamine autofl: i
`CCCCOC(=O)Cn1c(=N)n(CCN2CCOCC2)c2ccccc21` as listed: TexasRed autofl: i; ERK AVP inh: 2%; USP2a inh: 0%; HADH2 inhib: 6%; FLuc inh: 2%; Caspase-1 inhib: 0%; Fluorescein autfl: i; HEK293 cAMP ctrl: ?; Tau filament bind: 9%; Casp7 inh: 0%; Rhodamine autofl: i

Bioassay records as filed in PubChem BioAssay.

Only part of the results is shown. The share of hits here may be higher or lower than overall.
